Source: PubChem BioAssay (National Center for Advancing Translational Sciences (NCATS))
IL-2 act = activates IL-2 in a cell-based reporter assay; IL-2 activation reporter assay, cell-based qHTS; stimulated with anti-CD3/CD4/CD28 beads; in transgenic mouse T cells; activation, % (series mostly up to about 46 µM); hit rate 0.065% among 360,000; AID 652025; in the data active = activation above about 50%; inconclusive = mostly about 30% to 49%; also: 0% is about no effect
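Using fluorescent plate cytometry, EGFP and DsRed are detected in transgenic mouse T cells stimulated 18 h at 37 degrees C with antibody-coated beads after 60 min compound pretreatment.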
TGFb inhibitor = inhibitors of TGF-b signaling; hit rate 1.2% among 410,000; AID 588855; Potency, µM (doses to about 46.1 µM), without a hit: at the top dose activity, negative = inhibition, most hits filed as inhibitors; HepG2 CAGA-GFP TGF-b/SMAD3 reporter, GFP fluorescence, 18 h; TGF-beta stimulated, 500 pg/mL final; also: potency is read from the fitted curve at half-maximal effect; % is scaled to controls: 0 for no effect and ±100 for the full control effect; nearly all actives have a fitted effect of over 65% in size
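Smad-responsive CAGA-GFP expression was quantified in HEPG2 cells exposed to compounds and 500 pg/mL final TGF-beta for 18 h at 37 degrees C; unstimulated wells defined full inhibition.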
HepG2 tox = counter-screen for TGF-b inhibitors: cytotoxicity in HepG2 cells | hit rate 0.76% among 410,000 | HepG2 CAGA-GFP viability, ATP luminescence, 18 h | Potency, µM (doses to about 46.1 µM), for the others: top-dose activity change, negative = cytotoxicity, usual class: cytotoxic; also: potency is read from the fitted curve at half-maximal effect; some results filed as inactive show a strong effect at the top dose
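HepG2 CAGA-GFP cells (1000/well, DMEM with 1% FBS) received compound, then TGF-beta at 500 pg/mL final, and were incubated 18 hours at 37 degrees C. Viability was read by CellTiter-Glo luminescence. Media-only wells were set as complete cell-killing and DMSO as no toxicity.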
S2 tox = cell viability loss in ATXN counter-screen | S2 cells (HEK-293 line with an ATXN2-luciferase reporter) viability, CellTiter-Fluor protease fluorescence, 24 h | Potency, µM (doses to about 56.7 µM), actives largely listed as cytotoxic | hit rate 0.49% among 400,000 | AID 651635; also: potency is read from the fitted curve at half-maximal effect; nearly all actives have a fitted effect of over 40% in size
Nrf2 activator = activators of Nrf2 (ARE) signaling. AREc32 ARE-luciferase reporter (MCF7-derived line), luminescence, 24 h. hit rate 0.31% among 410,000. Potency, µM (series often up to 46.1 µM), inactives show at the top dose activation, most hits filed as activators; also: potency is read from the fitted curve at half-maximal effect; % of control where 0% means no effect; nearly all actives have a fitted effect of over 65% in size
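Cells of the AREc32 ARE-luciferase line are plated in OPTI-MEM containing 5% FBS and left overnight at 37 deg C. Compounds are pinned in, incubation continues 24 hr, and firefly luciferase signal is then measured.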
ATXN2 expr inh = ATXN2 expression inhibition. HEK-293 ATXN2-luciferase reporter, luminescence, 24 h. Potency, µM (doses to about 57 µM), without a hit: top-dose activity change, negative = inhibition, actives largely listed as inhibitors. hit rate 0.72% among 360,000. AID 1745845; also: potency is read from the fitted curve at half-maximal effect; % is scaled to controls: 0 for no effect and ±100 for the full control effect; nearly all actives have a fitted effect of over 55% in size
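qHTS (up to 57 uM final) was run with 24 h compound exposure of reporter cells at 37 °C. Each well was multiplexed: SteadyGlo luminescence measured ATXN2-luciferase expression after a fluorogenic Gly-Phe-AFC viability readout (25 uM final).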
EPAC2 agonist = activates human EPAC2 exchange factor | Q8WZA2 | EPAC2 activation, biochemical qHTS; response scale: 100% = 6.5 mM cAMP response | Potency, µM (highest dose often 154 µM), for inactives: at the highest dose activation, usual class: activators | hit rate 0.079% among 360,000 | AID 720711; also: potency is read from the fitted curve at half-maximal effect; nearly all actives have a fitted effect of over 50% in size
Target sequence (Q8WZA2 whole entry, looked up): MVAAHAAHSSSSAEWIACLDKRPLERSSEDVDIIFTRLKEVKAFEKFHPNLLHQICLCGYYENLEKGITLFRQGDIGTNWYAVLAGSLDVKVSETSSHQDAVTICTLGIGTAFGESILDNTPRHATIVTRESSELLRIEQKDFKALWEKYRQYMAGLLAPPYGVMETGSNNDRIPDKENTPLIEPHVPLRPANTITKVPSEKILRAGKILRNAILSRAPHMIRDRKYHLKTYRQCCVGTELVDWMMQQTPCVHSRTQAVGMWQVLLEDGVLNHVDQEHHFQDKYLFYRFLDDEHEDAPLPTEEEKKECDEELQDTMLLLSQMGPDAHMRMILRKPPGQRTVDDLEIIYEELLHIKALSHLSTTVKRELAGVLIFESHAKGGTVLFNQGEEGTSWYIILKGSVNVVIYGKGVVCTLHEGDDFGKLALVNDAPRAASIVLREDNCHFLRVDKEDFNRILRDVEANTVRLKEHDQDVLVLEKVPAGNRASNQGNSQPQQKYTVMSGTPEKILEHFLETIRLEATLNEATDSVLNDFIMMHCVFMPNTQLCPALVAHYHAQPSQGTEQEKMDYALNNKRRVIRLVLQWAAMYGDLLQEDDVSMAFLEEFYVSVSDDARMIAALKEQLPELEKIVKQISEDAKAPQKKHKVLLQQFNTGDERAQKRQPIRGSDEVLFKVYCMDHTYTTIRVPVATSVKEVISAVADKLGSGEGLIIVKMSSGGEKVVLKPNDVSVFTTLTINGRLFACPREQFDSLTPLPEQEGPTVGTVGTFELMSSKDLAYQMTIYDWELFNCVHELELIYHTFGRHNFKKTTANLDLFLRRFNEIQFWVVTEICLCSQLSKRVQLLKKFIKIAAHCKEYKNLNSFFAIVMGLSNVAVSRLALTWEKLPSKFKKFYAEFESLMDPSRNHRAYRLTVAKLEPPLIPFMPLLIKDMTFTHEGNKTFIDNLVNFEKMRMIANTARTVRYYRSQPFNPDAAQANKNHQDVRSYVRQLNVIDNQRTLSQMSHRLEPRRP
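Fluorescence exchange assay: 100 nM EPAC2 with 250 nM RAP1B-BODIPY-GDP and 50 uM GDP; compounds tested as a concentration-titration series (qHTS). Loss of Rap1-bound BODIPY-GDP fluorescence read at 480/540 nm; data normalized to 6.5 mM cAMP.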
A549 viability = kills or reduces viability of A549 cells in Nrf2 counter-screen | A549 ARE-Fluc cells, CellTiter-Fluor viability, 18-24 h | hit rate 0.16% among 390,000 | Potency, µM (doses to about 46 µM), without a hit: top-dose activity change, negative = cytotoxicity, actives largely listed as inhibitors; also: potency is read from the fitted curve at half-maximal effect; % is scaled to controls: 0 for no effect and ±100 for the full control effect
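Cytotoxicity counterscreen: CellTiter-Fluor fluorescence was measured in A549 ARE_Fluc cells after 18-24 h of compound exposure in a concentration series. The subsequent BugLite luminescent read reports ARE-luciferase activity.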
Nrf2 inh = blocks Nrf2 signaling | A549 ARE-Fluc reporter, luciferase luminescence, 18-24 h | Potency, µM (titrated, usually from 46 µM), inactives show top-dose activity change, negative = inhibition, hits mostly inhibitors | hit rate 2.1% among 360,000; also: potency is read from the fitted curve at half-maximal effect; % is scaled to controls: 0 for no effect and ±100 for the full control effect; nearly all actives have a fitted effect of over 60% in size
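Quantitative HTS in A549 cells stably bearing an antioxidant response element-firefly luciferase construct. Inhibition of Nrf2-driven transcription was scored by luminescence after 18-24 h of compound exposure at 37 °C.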
Starred values were filed as active, the others as inactive; i = inactive; ? = inconclusive; nt = not tested or not shown; & = joins results of further samples; [ ] = remark or other dose. Unless noted, calls follow the shape of the dose curve; as a rule, active = well fitted curve in the direction sought with a large enough effect; inconclusive = small, poorly fitted or top-dose-only effect, or another doubt; inactive = no such curve, though single readings can be large; an effect the other way counts as inactive or inconclusive.

The line under a structure holds: IL-2 act | TGFb inhibitor | HepG2 tox | S2 tox | Nrf2 activator | ATXN2 expr inh | EPAC2 agonist | A549 viability | Nrf2 inh
1	Cc1cc(NC(=O)CCC(=O)N(Cc2ccco2)C2(C(=O)NC3CCCC3)CCCCC2C)no1 (stereo not given)
 : -0.2 | -2% | -69% | ? | -1.0% | -2% | 2% | -12% | 16%
2	COc1ccc(-c2cn3c(n2)sc2cc(C(=O)NCCCN4CCCCC4)ccc23)cc1
 : nt | ? | -94% | nt | 6.4% | nt | nt | 0% | nt
3	Cc1ccc(S(=O)(=O)N2CCN(C(=O)CSc3ncn[nH]3)CC2)cc1
 : -0.1 | -2% | 27% | i | 0.1% | -11% | 6% | 5% | -6%
4	COC(=O)C1=C(C)N(C)C(=S)N(C)C1c1cccc(Br)c1 (stereo not given)
 : 2.6 | -5% | 4% | i | 0.3% | -24% | -3% | 2% | 19%
5	COc1ccc(CCNC(=O)CN2CCN(S(=O)(=O)c3ccc(Cl)cc3)CC2)cc1OC
 : 0.1 | -6% | 6% | i | -0.2% | -11% | 5% | 2% | 3%
6	COc1ccc(CNc2oc(Cc3cccc4ccccc34)nc2C#N)cc1
 : -0.6 | ? | -41% | i | -0.5% | -26% | ? | -7% | -49%
7	CCOc1cccc(CN2CCN(c3cccc(C(F)(F)F)c3)CC2)c1O
 : -1.6 | 8% | -7% | i | 0.0% | -29% | -3% | 12% | nt
8	N#Cc1cc2ccccc2n2nnnc12
 : 2.7 | -27% | -14% | i | 0.0% | -2% | 0% | -1% | 2%
9	CCOc1cc(N2CCOCC2)c(OCC)cc1NC(=O)CN1CCCC(C)C1 (stereo not given)
 : -5.0 | 8% | 1% | i | 1.8% | 8% | -3% | -3% | -23%
10	COc1ccc(NC(=O)c2csc3c2CCCCC3)c(OC)c1
 : -2.2 | -8% | -5% | i | 5.3% | -4% | -1% | -12% | ?
11	O=C(NCCN1CCCCC1)c1cc(COc2c(F)cccc2F)on1
 : -1.5 | -2% | -12% | i | 1.7% | 4% | -2% | 16% | 9%
12	CN(C)S(=O)(=O)c1ccc(N2CCCC2)c(C(=O)Nc2nc3c(ccc4ccccc43)s2)c1
 : -1.4 | 3% | -10% | i | 2.3% | -3% | 11% | -1% | ?
13	COc1ccc(-n2nnnc2-c2ccc(S(C)(=O)=O)cc2Cl)cc1
 : -0.1 | 1% | -26% | i | 0.3% | nt | 3% | -5% | -27%
14	Cc1ccc(S(=O)(=O)/N=C2/NC(=O)/C(=C/c3ccccn3)S2)cc1
 : -0.9 | 10% | 1% | i | 2.4% | -6% | 7% | -5% | -25%
15	C=CC[C@@H](CC(=O)OC(C)(C)C)C(=O)OC[C@H]1CCCN1C(=O)[C@@H](CC=C)CC(=O)N(CCO)Cc1ccccc1
 : -0.6 | -16% | -28% | i | 4.2% | 0% | -8% | -3% | -6%
16	COC(=O)c1cc(=O)n(-c2c(Cl)cc(C(F)(F)F)cc2Cl)[nH]1
 : 2.3 | -3% | -49% | i | -0.7% | 3% | 7% | 5% | 15%
17	Cc1nnc(SCC(=O)c2c(N)n(C3CC3)c(=O)[nH]c2=O)n1-c1ccccc1
 : 0.0 | 16% | 11% | i | 0.0% | -3% | 12% | -2% | 0%
18	CCOCCCn1c(=N)c(S(=O)(=O)c2ccc(C)cc2)cc2c(=O)n3cccc(C)c3nc21
 : nt | 13% | 8% | i | -1.1% | 3% | nt | 4% | -10%
19	NC(=O)c1c(NC(=O)c2cc3ccccc3o2)sc2c1CCC2
 : -3.0 | -1% | -29% | i | 4.8% | 3% | 2% | -13% | ?
20	CCC(Oc1ccccc1)C(=O)N1CCN(c2ccccn2)CC1 (stereo not given)
 : 0.7 | 4% | 3% | i | 0.2% | 1% | 12% | 16% | 24%
21	Cc1oc2c(CN3CCCC3)c(O)ccc2c(=O)c1-c1ccc(Cl)cc1
 : 0.5 | 0% | 16% | i | -0.5% | -2% | 0%[15.6 µM] | -4% | 6%
22	Cc1ccc(S(=O)(=O)NCC(=O)Nc2ccc3c(c2)OCO3)cc1
 : 0.3 | 14% | -10% | i | 0.1% | -8% | 4% | 2% | ?
23	O=C1C=CC(=O)N1c1ccc(-c2nc3ccccc3o2)cc1
 : -2.1 | ? | -43% | ? | ? | nt | 2% | nt | nt
24	COc1ccc(C2C(C#N)=C(C)NC3=C2C(=O)CC(C)(C)C3)c(OC)c1 (stereo not given)
 : -0.3 | -6% | -21% | i | 0.2% | 8% | -14% | -4% | -20%
25	Cc1ccccc1OCCn1cc(C(=O)C2CCCCC2)c2ccccc21
 : nt | 14% | 5% | i | 0.4% | 7% | nt | -4% | 10%
26	O=C(NCc1ccco1)/C(=C/c1ccc(Br)cc1)NC(=O)c1ccco1
 : 0.0 | -5% | -12% | i | 0.3% | -3% | -5% | -3% | -30%
27	CCOC(=O)CCc1c(C)c2ccc(OCc3nn[nH]n3)c(C)c2oc1=O
 : 2.3 | 0% | 10% | i | -0.4% | -10% | 12% | 5% | -19%
28	Cc1ccccc1NC(=O)c1cccc(OCc2c(C)noc2C)c1
 : -0.1 | ? | -3% | i | -0.2% | 5% | -5% | 0% | ?
29	CCOc1c(Br)cc(CNc2ccc(N3CCN(C(C)=O)CC3)cc2)cc1OC
 : -2.5 | ? | -5% | i | 1.8% | -24% | -10% | -8% | ?
30	O=C(CC(CC(=O)c1ccc(Cl)cc1)c1ccccc1C(=O)O)c1ccc(Cl)cc1
 : 0.6 | -12% | -7% | i | 2.5% | 6% | 7% | 15% | -7%
31	Cc1cc(N/N=C/c2ccccc2Cl)nc(NCc2ccccc2)n1
 : -0.6 | -26% | -81% | i | 6.9% | -23% | 2% | ? | ?
32	C=CCNCCCCOc1ccc(Br)cc1C
 : -0.5 | 47%[activator] | 8% | i | 3.9% | -12% | 5% | -16% | 22%
33	CCCOC(=O)CCCN1C(=O)/C(=C2\SC(=S)N(CCCC(=O)OCCC)C2=O)SC1=S
 : -1.3 | -2% | 1% | i | 2.1% | -12% | -10% | -10% | -2%
34	O=C(O)/C=C/c1cnn(-c2ccccc2)c1
 : 2.2 | 0% | -3% | i | -2.0% | ? | -2% | 1% | ?
35	CCOC(=O)C(=COC(=O)c1ccccc1)NC(=O)Cc1ccccc1
 : -0.8 | 4% | -16% | i | 1.2% | -13% | -2% | 0% | 5%
36	COc1cc(NC(=O)Cc2ccc(S(=O)(=O)N3CCOCC3)s2)c(OC)cc1Cl
 : -0.7 | -15% | -4% | i | 11% | -3% | 19% | -1% | ?
37	O=C(C1=NN(c2ccccc2)C2C(=O)N(c3ccccc3)C(=O)C12)c1ccccc1 (stereo not given)
 : 3.6 | ? | -6% | i | 0.1% | 1% | 20% | 0% | -5%
38	Cn1c(=O)c2c(ncn2CC(=O)OCC(=O)Nc2ccc(F)cc2F)n(C)c1=O
 : 0.6 | 6% | 12% | i | -0.3% | nt | 0% | -1% | 2%
39	COc1ccccc1CNC(=O)CCNS(=O)(=O)c1ccc2c(c1)oc(=O)n2C
 : -2.0 | 1%&1% | -9%&2% | i | -0.4%&-0.3% | 0%&1% | -1% | -1%&0% | -8%&-6%
40	NC(=O)c1cccc(-c2ccnc3c2CC(C(=O)NCc2ccc(F)c(F)c2)O3)c1 (stereo not given)
 : -0.2 | 7% | -22% | i | 1.0% | -3% | 15% | nt | nt
41	O=C(COc1ccc([N+](=O)[O-])cc1Cl)N1CCc2ccccc21
 : 0.5 | -1% | -28% | i | 3.9% | 48%[activator] | 7% | 4% | 41%
42	Cc1ccc(CNC(=O)Cn2cc(C(=O)c3ccc(Cl)cc3)c(=O)c3ccc(C)nc32)cc1
 : nt | -2% | 0% | i | 0.0% | -2% | nt | 1% | 1%
43	CCc1ccc2occ(CC(=O)Nc3c(C(=O)Nc4ccc(Cl)cc4)oc4ccccc34)c2c1
 : nt | 18% | -26% | ? | 7.8% | 5% | nt | 11% | 1%
44	O=C(O)CSc1nnc(-c2ccc(O)cc2)o1
 : nt | 18% | -10% | i | -2.0% | -2% | nt | -12% | -1%
45	Cc1cc(C)n(-c2ccc(C(=O)OCC(=O)Nc3cc(S(C)(=O)=O)ccc3Cl)cc2)n1
 : 0.8 | 0% | -10% | i | 2.1% | 5% | -1% | 0% | 1%
46	Cc1nn(CC(=O)c2ccc(Br)s2)c(C)c1[N+](=O)[O-]
 : 0.7 | -7% | -1% | i | -0.6% | nt | 11% | -4% | ?
47	COc1cc(C#Cc2c(-c3ccccc3OC)oc3ccccc23)cc(OC)c1
 : -0.7 | 1% | -21% | i | 4.6% | -6% | 8% | 7% | 8%
48	COc1ccc(C(=O)COC(=O)Cc2c[nH]c3ccccc23)c(OC)c1
 : 1.3 | ? | 9% | i | 2.7% | -10% | 12% | -3% | 4%
49	C#CCN1CC(C)/C(=N/O)CC1C (stereo not given)
 : -3.5 | -4% | -1% | i | -1.9% | 1% | 7% | ? | nt
50	COc1cccc(C(=O)NCc2nnc(SCC(=O)Nc3nccs3)n2-c2ccccc2)c1
 : -1.3 | 10% | -1% | i | 0.0% | 22% | -2% | -4% | -8%
51	O=S(=O)(Cc1noc(-c2ccccc2Cl)n1)c1ccccn1
 : -3.2 | 2% | -32% | i | -0.3% | 43%[activator] | 5% | 6% | ?
52	COc1ccccc1/C=C(\C#N)C(=O)Nc1ccc(S(N)(=O)=O)cc1
 : -0.3 | -4% | -6% | i | 5.0% | 0% | 6% | 8% | -5%

Quoted from the listing.
In HepG2 tox, `COc1cccc(C(=O)NCc2nnc(SCC(=O)Nc3nccs3)n2-c2ccccc2)c1` has the entry -1%
In A549 viability, `COc1cc(C#Cc2c(-c3ccccc3OC)oc3ccccc23)cc(OC)c1` has the entry 7%
